# Bioassay records deposited in PubChem by Broad Institute.
# E-selectin induc: E-selectin induction in HUVECs, primary screen, imaging, HUVEC, immunofluorescence imaging, single point. P16581. normalized: neutral wells 0, TNF-alpha wells 100. activation, % at 7.58 µM. 0.37% of 260,000 active;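 active = mean E-selectin-positive cell signal at least 10% of the positive control, reached in at least 60% of replicates, without over 20% cell loss; inconclusive = no rule given, readout overlaps actives, possibly toxicity-flagged; inactive = the rest, including those meeting only one limit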;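 note: in these data hits start at about 27%; measured in HUVEC primary endothelial cells; signal is the percent of cells scored E-selectin positive by PE staining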
#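 System: HUVEC, human umbilical vein endothelial cells; quantity: 3,000 cells/well; buffer or medium: EGM-2 medium, gelatin-coated wells; dosing: single-point compound dose; detection: immunofluorescence imaging; evaluation: % PE-positive cells; benchmarks: TNF-alpha, DMSO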
# F508del corr: F508del CFTR correction, initial screen, CFBE line, single point; activity (quench increase), % at 7.58 µM; CFBE cells, YFP halide quenching; stimulated with forskolin plus potentiator P3; % fluorescence drop versus neutral controls; 0.36% of 350,000 active; AID 720511, 2013;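 active = mean added fluorescence quench of at least 8% versus neutral control, with both replicates also reaching 8%; inconclusive = only one of the mean or replicate conditions met; inactive = mean below 8% and not both replicates reaching 8%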;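 note: cells transiently co-express mutant CFTR-F508del with the halide-sensitive YFP; corrector assay measuring rescue of mutant channel to the surface after 24 h compound exposure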
# CASP6 VEID inh: human caspase-6 inhibitors, primary screen, biochemical, VEID-R110 fluorescence, single point, set 2 | purified caspase-6, Z-VEID-R110 cleavage fluorescence | inhibition, % at 12.5 µM | P55212 | 0.53% of 350,000 active;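 active = mean inhibition across replicates at least about 35%, with every replicate also reaching that limit, limit read from the data; inconclusive = only one of the two criteria met; inactive = neither criterion met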;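 note: 0% = median of neutral control wells and 100% = no fluorescence left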
# Target sequence (P55212 24-179 limits assumed): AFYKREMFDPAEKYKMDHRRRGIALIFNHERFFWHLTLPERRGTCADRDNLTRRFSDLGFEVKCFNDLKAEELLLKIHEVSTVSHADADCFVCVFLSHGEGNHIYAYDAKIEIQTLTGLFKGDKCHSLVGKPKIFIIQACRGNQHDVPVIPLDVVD
# Target sequence (P55212 194-293 limits assumed): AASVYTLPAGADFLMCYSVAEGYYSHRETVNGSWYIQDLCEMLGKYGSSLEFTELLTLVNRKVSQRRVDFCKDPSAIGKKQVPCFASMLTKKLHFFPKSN
# DENV2 CPE: inhibitors of DENV2 cytopathic effect, primary screen, cell-based, plate reader, single concentration | DENV2-infected cells, cytopathic effect rescue | CPE inhibition, % at 9.99 µM | 1.7% of 350,000 active | AID 651640, 2012; in the data active = CPE inhibition above about 20%, passing the limit was not always enough; inconclusive = no clear call, values can overlap the other calls; tested in BHK-21 cells;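 note: 0% = median of neutral control wells and 100% = median of positive control wells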
# RAD52 inh: RAD52 DNA annealing inhibitors, primary screen, biochemical, FRET, single point, set 2. recombinant RAD52 DNA annealing, FRET fluorescence. inhibition, % at 18.7 µM. 0.46% of 360,000 active;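 active = every replicate showing at least 50% inhibition; inconclusive = mean inhibition at least 50% but not in every replicate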
# RAD54 branch: inhibitors of human RAD54 branch migration, primary screen, biochemical, fluorescence, single point; DNA repair and recombination protein RAD54-like (Homo sapiens), Q92698; inhibition, % at 10.4 µM; AID 602329, 2012; RAD54 Holliday junction branch migration, FAM/BHQ fluorescence; 0.14% of 360,000 active;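 active = mean normalized replicate activity at least 40 and at least half of replicates scoring 40 or more; inconclusive = only one of the two criteria met; inactive = mean below 40 and under half of replicates reaching 40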;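 note: 0% = median of neutral control wells and 100% = median of positive control wells; inhibitors cause a drop in the FAM fluorescence signal; in these data hits start at about 50%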
# Target sequence (Q92698 whole entry, looked up): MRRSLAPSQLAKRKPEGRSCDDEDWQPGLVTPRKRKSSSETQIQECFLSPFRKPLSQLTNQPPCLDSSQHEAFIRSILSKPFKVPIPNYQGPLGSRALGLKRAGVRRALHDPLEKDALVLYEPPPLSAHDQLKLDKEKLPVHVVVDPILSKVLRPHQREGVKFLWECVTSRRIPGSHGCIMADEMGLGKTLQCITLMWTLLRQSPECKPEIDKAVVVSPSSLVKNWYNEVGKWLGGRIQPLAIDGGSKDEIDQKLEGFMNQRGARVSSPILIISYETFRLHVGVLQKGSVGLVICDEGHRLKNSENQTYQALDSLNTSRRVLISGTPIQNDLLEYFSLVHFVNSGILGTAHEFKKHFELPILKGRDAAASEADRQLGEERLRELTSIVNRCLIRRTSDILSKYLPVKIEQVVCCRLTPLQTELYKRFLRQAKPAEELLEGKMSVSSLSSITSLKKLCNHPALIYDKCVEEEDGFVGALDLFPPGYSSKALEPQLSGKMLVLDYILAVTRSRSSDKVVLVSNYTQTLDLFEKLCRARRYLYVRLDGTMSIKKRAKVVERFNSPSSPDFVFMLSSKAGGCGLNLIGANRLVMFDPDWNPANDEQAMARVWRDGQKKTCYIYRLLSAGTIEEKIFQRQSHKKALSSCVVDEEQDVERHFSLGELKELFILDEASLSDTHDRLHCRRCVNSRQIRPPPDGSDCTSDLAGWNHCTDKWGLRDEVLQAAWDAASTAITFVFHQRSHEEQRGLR
# Xi reactivation: activators of inactive X chromosome reactivation, primary screen, imaging, XiGFP fibroblasts, GFP high-content imaging, set 2 | XiGFP mouse fibroblasts, % GFP-positive cells imaging, 3 d; cells co-treated with 5-aza-dC sensitizer; scaled so ellipticine positive control = 100% | activation, % at 7.58 µM | 0.055% of 360,000 active | AID 743238, 2013;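 active = mean normalized replicate activation at least 10% and every replicate at or above 10%; inconclusive = only one of the two criteria met; inactive = mean below 10% and not all replicates reach 10%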;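 note: 0% = median of on-plate neutral control wells and 100% = ellipticine 6 µM median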
#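 System: SV40-immortalized XiGFP fibroblast cells, line 68-5-11 / Incubation: 3-day compound exposure, then 15 min fixation at room temperature / Compound: single concentration per compound, delivered by pin transfer / Buffer or medium: DMEM plus 5-aza-dC sensitizer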
# GSIS activator: GLuc luminescence reporter in INS-1E cells, primary screen for activators of glucose-dependent secretion of insulin; activation, % at 16.6 µM; 0.61% of 370,000 active; INS-1E GLuc reporter insulin secretion, 2-3 h;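 active = lowest replicate activation of at least 40%, so every replicate reaches that level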;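 note: 0% = median of neutral control wells and 100% = median of IBMX positive control wells; some compounds called inactive have numbers as strong as hits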
# * hit, by the source's call; ? = inconclusive; / = not tested or not shown; & = joins results of further samples.
SMILES,E-selectin induc,F508del corr,CASP6 VEID inh,DENV2 CPE,RAD52 inh,RAD54 branch,Xi reactivation,GSIS activator
COc1ccccc1C(C#N)N1N=C(C)CC1(C)C (centres undefined),-0.5,1.5,1,3,-8,/,0.0,-2
O=c1[nH]c2cc(S(=O)(=O)CCO)ccc2o1,0.0,-0.9,21,-3,-11,0,-0.1,11
O=S(=O)(c1ccc(F)cc1)N1C[C@@H]2N[C@H](C1)C2c1ccc(/C=C/c2ccccc2)cc1 (some centres undefined),0.1&0.7,1.6&-5.2,/,8&10,/,/,0.0&0.1,3&0
CC(C)CN(C(=O)COC(=O)c1ccc2c(c1)OCO2)c1c(N)n(Cc2ccccc2)c(=O)[nH]c1=O,-0.2,-1.3,4,1,-25,-10,0.1,-26
C[C@@H]1CN([C@H](C)CO)C(=O)c2cc(NC(=O)CCN3CCOCC3)ccc2O[C@@H]1CN(C)C(=O)Nc1ccccc1,-0.4,-0.1,-1,-3,-1,-12,-0.9,8
O=S(=O)(NC(=NCc1ccccc1)c1ccc(F)cc1)c1ccc(Cl)cc1,/,1.3,-3,12,-9,-3,0.3,4
O=C(CN1CCOCC1)Nc1cc([N+](=O)[O-])ccc1Cl,/,-0.9,-1,8,-1,/,0.1,-3
Cc1ccc2c(CN3CCN(Cc4ccc5c(c4)OCO5)CC3)cc(=O)oc2c1C,/,2.9,1,-1,-20,1&1,/,13
CCc1nnc(NC(=O)CSc2nc(-c3ccccc3)c(-c3ccccc3)o2)s1,0.1,/,-3,-4,-12,/,-0.1,-14
CO[C@H]1CN(C)C(=O)c2ccc(NC(=O)NC(C)C)cc2OC[C@H](C)N(C(=O)CN(C)C)C[C@@H]1C,-0.1,0.0,1,-11,15,-6,0.1,2
Cc1ccc(S(=O)(=O)N2CC(O)C[C@H]2C(=O)OCC(=O)Nc2ccc(N3CCOCC3)cc2)cc1C (some centres undefined),1.6,3.2,1,19,3,7,-0.1,0
COc1ccc(CNS(=O)(=O)c2cccc(S(=O)(=O)N3CCOCC3)c2)cc1,/,-0.5,-3,-1,-11,/,/,20
O=c1cc(COc2ncnc3ccccc23)nc2sccn12,/,-3.1,2,7,-10,3,-0.2,-3
O=C(Cn1cccn1)N1CCCC(N2CCN(Cc3ccc4c(c3)OCO4)CC2)C1 (centres undefined),/,-4.1,2,-4,-5,-1,0.2,1
O=C(c1ncc[nH]1)c1ccccc1Cl,-0.1,-2.2,1,7,-10,6,0.0,-5
CCOC(=O)C1(CCCc2ccccc2)CCN(C(=O)c2cc(C)nn2CC)CC1,/,-0.6,0,4,-5,16,0.0,-1
Cc1cc(C)c(S(=O)(=O)N2CCCC2=O)cc1N(C)S(C)(=O)=O,-0.2,0.1,1,5,-4,-16,0.1,-4
CC(C)n1cc(CN2CCC(C(=O)Nc3ccc(Oc4ccccc4F)cc3)CC2)cn1,0.0,6.1,-7,1,-2,-14,0.3,-12
COc1ccc(-c2cnc3c(c2)C(=O)N([C@@H](C)CO)C[C@@H](C)[C@@H](CN(C)C(=O)Cc2cccnc2)O3)cc1,-0.2,0.7,-1,1,-3,-5,-1.6,-32
O/N=C/c1ccnc(SCc2ccc(Cl)cc2)n1,/,-2.4,5,8,-8,/,0.0,3
COCC(=O)Nc1ccc2c(c1)[C@@H]1C[C@@H](CC(=O)N[C@@H](C)c3ccccc3)O[C@H](CO)[C@@H]1O2,0.2,0.9,1,-6,-18,-6,0.0,4
CCN(CC)C(=O)C1=C(C)N(Cc2ccc(F)cc2)C(=O)C(CC(=O)NC(c2ccccc2)c2ccccc2)C1 (centres undefined),3.6,-3.0,-1,1,-21,1,0.1,-37
COc1cc2c(cc1OC)C(c1ccccc1F)OC(=O)C2 (centres undefined),-0.2,-1.7,2,4,-18,/,0.3,4
CCOc1ccccc1Nc1nc2ccccc2n2cnnc12,0.7,1.6,-1,-5,-2,2,0.1,/
COc1ccc(/C=C/C(=O)OCC(=O)c2cc(C)ccc2C)cc1,/,/,-1,5,2,3,0.0,/
CCN(CC)C(=O)CSc1nc2c(sc(=S)n2-c2ccccc2)c(=O)n1-c1ccc(OC)c(OC)c1,0.0,0.3,3,10,-6,-7,0.1,-24
COC(=O)c1cc(S(=O)(=O)N2CCCC(C)C2)cn1C (centres undefined),/,-0.2,-2,11,-10,0,-0.1,7
CC/C(=N\NC(=O)c1ccc(CN(C)S(=O)(=O)c2ccc(C)cc2)cc1)c1ccc(OC(F)F)cc1,/,2.1,-2,-4,-7,0,0.0,6
Cc1ccc(C(C)C)c(OCC(O)CNC2CCCC2)c1 (centres undefined),/,1.6,-1,2,8,13,0.0,-17
CCOc1ccc(S(=O)(=O)N2CCOCC2)cc1NC(=O)CSC(=S)N1CCCC1,/,-0.6,-1,-10,-22,/,0.0,-6

# 3 neighbouring entries out of the list so far:
SMILES,E-selectin induc,F508del corr,CASP6 VEID inh,DENV2 CPE,RAD52 inh,RAD54 branch,Xi reactivation,GSIS activator
COc1cc2c(cc1OC)C(c1ccccc1F)OC(=O)C2 (centres undefined),-0.2,-1.7,2,4,-18,/,0.3,4
CCOc1ccccc1Nc1nc2ccccc2n2cnnc12,0.7,1.6,-1,-5,-2,2,0.1,/
COc1ccc(/C=C/C(=O)OCC(=O)c2cc(C)ccc2C)cc1,/,/,-1,5,2,3,0.0,/

# Continuation:
SMILES,E-selectin induc,F508del corr,CASP6 VEID inh,DENV2 CPE,RAD52 inh,RAD54 branch,Xi reactivation,GSIS activator
CCOC(=O)c1c(C)n(C)c2ccc(OC)c(NC(=O)CCN3CCC(Cc4ccccc4)CC3)c12,0.1,-0.2,-1,-1,0,-4,2.5,-2
Cc1ccnc2nc(C(=O)OCC(=O)Nc3ccc4c(c3)OCCO4)nn12,-0.1,2.2,-3,2,-1,-2,-0.1,11
CCOc1ccccc1N1CSC2=C(C#N)C(c3c(OC)ccc4ccccc34)CC(=O)N2C1 (centres undefined),-0.5,0.8,4,0,-12,-3,-0.2,-10
COCCCNC(=O)C[C@H]1C[C@@]2(C(=O)OC)C(=C[C@H](COCc3ccccc3)O[C@@H]2C)N(CCC2=CCCCC2)C1=O,-0.1,-0.4,-3,-1,-8,/,0.0,-22
COc1cccc(Oc2ccc(N/C=C/C(=O)C(C)(C)C)cc2)c1,/,2.0,0,3,-34,-1,0.0,-1
Cc1ccc(F)cc1NC(=O)N1CCN(C2c3ccccc3-c3ccccc32)CC1,4.8,-0.8,-2,-6,-4,/,0.4,-7
Cc1ccccc1N1CCN(C2CCCN(C(=O)CSc3ccccn3)C2)CC1 (centres undefined),-0.2,2.9,5,16,-40,-7,-0.1,-14
O=C(O)CCCNC(=O)/C=C/c1ccco1,/,-0.3,60*,4,17,/,0.0,10
Cc1ccc(NC(=O)CNC2CCS(=O)(=O)C2)cc1C (centres undefined),2.9,-1.8,1,1,-1,/,0.0,-8
NS(=O)(=O)c1ccc(CNC(=O)c2ccc(S(=O)(=O)C(F)F)cc2)cc1,2.4,4.2,3,-1,-11,8,-0.1,-3
COCC(=O)N(C)C[C@@H]1Oc2ncc(Br)cc2C(=O)N([C@H](C)CO)C[C@@H]1C,0.3,-0.5,/,/,/,8,-0.3,39
O=C(NC(Nc1ccc(F)cc1)(C(F)(F)F)C(F)(F)F)c1cccnc1,-0.5,-1.9,-2,-6,-3,-11,0.1,14
CNC[C@H]1Oc2ccc(NS(=O)(=O)c3ccc(Cl)cc3)cc2CC(=O)N([C@H](C)CO)C[C@H]1C,0.0,1.5,-6,-4,0,5,-0.5,4
NC(=O)NN=C1CCC(OCc2ccccc2)CC1CC(=O)O (centres undefined),0.1,-2.5,1,-2,-7,/,0.5,5
O=C(NCc1ccccn1)c1ccc(OC2CCN(Cc3ccc(Cl)s3)CC2)cc1,/,0.8,3,-1,-11,-20,0.1,-25
C[C@H]1CN([C@@H](C)CO)C(=O)c2cc(NC(=O)Nc3ccc(C(F)(F)F)cc3)ccc2O[C@H]1CN(C)C(=O)Nc1ccc2c(c1)OCO2,0.0,5.2,-3,3,9,3,-1.1,6
COC(=O)C(C)NS(=O)(=O)c1ccc(NC(C)=O)cc1 (centres undefined),/,-0.1,6,7,-13,-17,/,-4
Cc1cc2c(cc1S(=O)(=O)Nc1cccc(C)c1C)OCC(=O)N2,0.8,-4.7,3,3,-5,-2,0.2,11
C=CCN(c1ccccc1)S(=O)(=O)c1ccc(Cl)c(C(=O)OCC(=O)N(C)C2CCS(=O)(=O)C2)c1 (centres undefined),0.6,3.1,-2,-6,-24,/,-0.1,2
CC(=O)N1CC(=O)N2[C@H](CO)[C@H](c3ccc(C#CC(C)C)cc3)[C@H]2C1,0.2,2.1,-1,-3,-14,/,0.2,8
Cc1ccc(SCC(=O)N(C)CC(=O)Nc2cccc(F)c2)cc1,-0.3,-1.4,-1,7,-8,/,-0.1,-28
Cc1ccc(NS(=O)(=O)c2ccc(-n3cccn3)cc2)cc1F,/,-0.1,4,2,-8,7,0.2,5
Cc1ccccc1OCC(=O)OCn1nnc2ccccc2c1=O,/,-1.4,1,-3,-2,/,-0.1,7
COc1ccc2c3c([nH]c2c1)C(C)N(CCC(=O)NN)CC3 (centres undefined),0.0,0.6,-21,-1,79*,27,0.3,-7
C/C=C/c1ccc([C@@H]2[C@@H](CO)N(C(C)=O)C23CN(C(=O)c2ccc(F)cc2)C3)cc1,-0.2,4.7,3,-14,-9,/,0.0,-3
COc1cc(NC(=O)c2ccc(-c3c(C)noc3C)c3ccoc23)cc(OC)c1OC,-0.6,1.1,-1,?,1,8,0.1,-28
Cn1ncc(N=Cc2ccc([N+](=O)[O-])cc2)c1C(=O)Nc1ccccc1,/,-0.9,1,-2,-1,/,0.1,1
CC(C)NC(=O)N(C)C[C@H]1Oc2ccc(NS(C)(=O)=O)cc2CC(=O)N([C@H](C)CO)C[C@@H]1C,/,-0.7,-3,6,-2,2,0.2,16
CO[C@@H]1CN(C)C(=O)c2cc(NS(C)(=O)=O)ccc2OC[C@@H](C)N(S(=O)(=O)CC(F)(F)F)C[C@H]1C,-0.1,-0.9,/,-8,-9,5,0.1,2
C[C@H]1CCCCO[C@H](CN(C)C(=O)Cc2ccccc2)[C@@H](C)CN([C@@H](C)CO)C(=O)c2cc(NC(=O)Nc3ccc(F)cc3)ccc2O1,0.2,0.3,-1,1,5,-2,-0.6,-26
CCc1nc2ccc(C(=O)NCCCN3CCCC3=O)cn2c1N(CC)C(=O)NCCc1ccccc1,0.5,0.4,-13,-13,2,4,0.1,4
Cc1ccccc1C(=O)NCC(=O)NCC1(N2CCOCC2)CCCCC1,-1.1,-2.3,-2,11,-10,/,0.0,3

# Random draw from the library (roughly 3.7% active in at least one column).
